IMPase Li inh = qHTS Assay for Identifying the Cell-Membrane Permeable IMPase Inhibitors: Potentiation with Lithium; CHO-M1 cells, IP1 TR-FRET (IP-One), carbachol + lithium; Potency, µM (highest dose often 59.4 µM), inactives show at the highest dose activity, negative = IMPase inhibition, actives largely listed as inhibitors; actives 0.35% (n = 210,000); AID 1457, 2008;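 further: IP1 builds up when IMPase is blocked and the TR-FRET signal falls; plate controls were basal vehicle for no effect and high inhibitor control for full effect; nearly all actives have a fitted effect of over 50% in size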
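Test compounds were applied to CHO-M1 cells previously cultured for 16–30 h at 2000 per well. A small lithium amount accompanied them; after 30 min at 37C, IP1 was quantified by TR-FRET.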
KDM4E inh = qHTS Assay for Inhibitors of Human Jumonji Domain Containing 2E (JMJD2E) | JMJD2E catalytic domain, FDH-coupled NADH fluorescence (FDH is formaldehyde dehydrogenase) | Potency, µM (highest dose often 57.1 µM), inactives show at the top dose activity change, negative = inhibition, actives largely listed as inhibitors | actives 1.6% (n = 230,000) | AID 2147, 2009; active means well fitted inhibition curve with a large enough effect, not every such curve was filed as active; inconclusive means small, poorly fitted or top-dose-only effect, or another doubt; inactive means no such curve, though single readings can be large or run the other way;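 further: 0% = wells with enzyme and -100% = buffer wells without enzyme; nearly all actives have a fitted effect of over 50% in size; many of its hits are not listed in these tables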
Target sequence (B2RXH2 1-337 limits assumed): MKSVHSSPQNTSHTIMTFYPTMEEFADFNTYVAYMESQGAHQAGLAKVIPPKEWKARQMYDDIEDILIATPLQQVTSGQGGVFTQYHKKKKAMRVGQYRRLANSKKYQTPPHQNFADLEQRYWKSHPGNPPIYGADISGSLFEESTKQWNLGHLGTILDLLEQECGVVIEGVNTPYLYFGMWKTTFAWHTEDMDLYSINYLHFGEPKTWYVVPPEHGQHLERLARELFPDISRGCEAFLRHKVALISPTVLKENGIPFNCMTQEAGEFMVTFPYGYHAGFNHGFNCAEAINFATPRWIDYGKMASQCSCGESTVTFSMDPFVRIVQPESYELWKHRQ
KinaseGlo FLuc = Counterscreen for Luciferase (Kinase-Glo TM) Inhibition; Luciferin 4-monooxygenase (Photuris pensylvanica), Q27757; Kinase-Glo luciferase, ATP luminescence, 8 min; Potency, µM (series often up to 38.3 µM), without a hit: at the top dose activity change, negative = inhibition, hits mostly inhibitors; actives 0.28% (n = 200,000); further: on the % scale 0 is the no-effect control and ±100 the full control effect; nearly all actives have a fitted effect of over 60% in size
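Substrate mix (final 50 mM imidazole pH 7.2, 50 mM KCl, 7 mM MgCl2, 10 uM ATP, 0.01% Tween 20, 0.05% BSA) plus pin-tool compound, then Kinase-Glo detection mix; 8 min ambient, luminescence read.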
RGS12 GoLoco inh = qHTS Assay for Inhibitors of RGS12 GoLoco Motif Activity (Red Fluorophore); Gai1:RGS12 GoLoco peptide FP, rhodamine, 10 min; Potency, µM (titrated, usually from 61.6 µM), inactives show at the highest dose activity, negative = inhibition, actives largely listed as inhibitors; actives 0.44% (n = 230,000); active means well fitted inhibition curve with a large enough effect, not every such curve was filed as active; inactive means no such curve, though single readings can be large or run the other way; further: on the % scale 0 is the no-effect control and ±100 the full control effect; nearly all actives have a fitted effect of over 30% in size; many of its hits are not listed in these tables
Target sequence (P63096 whole entry, looked up): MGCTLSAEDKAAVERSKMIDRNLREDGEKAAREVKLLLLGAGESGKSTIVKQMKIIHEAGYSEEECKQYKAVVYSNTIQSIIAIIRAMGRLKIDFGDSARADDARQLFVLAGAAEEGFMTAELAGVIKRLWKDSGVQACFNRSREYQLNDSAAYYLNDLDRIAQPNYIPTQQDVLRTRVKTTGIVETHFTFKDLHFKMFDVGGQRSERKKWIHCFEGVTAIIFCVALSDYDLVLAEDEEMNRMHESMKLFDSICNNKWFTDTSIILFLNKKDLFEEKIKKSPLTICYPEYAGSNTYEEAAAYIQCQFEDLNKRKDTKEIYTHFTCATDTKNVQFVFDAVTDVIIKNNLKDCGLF
Epigenetic reg = Quantitative High-Throughput Screen for Regulators of Epigenetic Control | murine LDR cells, GFP reporter derepression, 30 h | Potency, µM (doses to about 53.9 µM), for inactives: at the top dose GFP activation, most hits filed as activators | actives 0.2% (n = 280,000) | AID 1865, 2009; further: % of control where 0% means no effect; nearly all actives have a fitted effect of over 60% in size
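Derepression of a silenced CMV-GFP reporter in murine LDR cells is scored by enumerating GFP-positive cells with a laser-scanning microplate cytometer after 30 hours of treatment at 37 C.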
RECQ1 helicase = qHTS Assay for Inhibitors of RecQ-Like Dna Helicase 1 (RECQ1). Potency, µM (titrated, usually from 57.3 µM), inactives show at the top dose activity, negative = inhibition, actives largely listed as inhibitors. ATP-dependent DNA helicase Q1 (Homo sapiens), P46063. actives 0.54% (n = 240,000). RECQ1 DNA unwinding, red fluorescence kinetic read;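 further: plate controls were vehicle for no effect and no enzyme for full effect; nearly all actives have a fitted effect of over 30% in size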
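RECQ1T1 50 nM; forked duplex (20 bp + 30-nt ss tails) 200 nM, ATP 2 mM final; pH 8.0, 2 mM MgCl2, 2.5 ug/ml poly(dI-dC); 15 min compound preincubation; discontinuous kinetic read over 2 h at RT.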
NPSR antagonist = qHTS Assay for Antagonists of the Neuropeptide S Receptor: cAMP Signal Transduction; Q6W5P4; CHO-NPSR cells, cAMP TR-FRET, antagonist mode; Potency, µM (series often up to 38.3 µM), inactives show top-dose activity change, negative = inhibition, actives largely listed as inhibitors; actives 1% (n = 220,000); further: on the % scale 0 is the no-effect control and ±100 the full control effect; nearly all actives have a fitted effect of over 50% in size; many of its hits are not listed in these tables
Target sequence (Q6W5P4 whole entry, looked up): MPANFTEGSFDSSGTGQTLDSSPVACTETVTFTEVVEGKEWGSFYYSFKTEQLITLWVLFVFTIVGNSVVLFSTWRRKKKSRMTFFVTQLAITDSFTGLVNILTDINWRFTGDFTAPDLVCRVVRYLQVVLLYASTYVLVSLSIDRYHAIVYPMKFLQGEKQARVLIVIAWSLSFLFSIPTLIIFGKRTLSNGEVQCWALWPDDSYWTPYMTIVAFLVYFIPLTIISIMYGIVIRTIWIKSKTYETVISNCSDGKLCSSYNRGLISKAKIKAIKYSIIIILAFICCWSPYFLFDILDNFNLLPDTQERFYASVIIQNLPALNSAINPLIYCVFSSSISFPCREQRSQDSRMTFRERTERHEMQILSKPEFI
SMN2 splice up = qHTS Assay for Enhancers of SMN2 Splice Variant Expression; Potency, µM (doses to about 46.1 µM), inactives show at the top dose activity change, positive = activation, usual class: activators; AID 1458, 2008; HEK293 SMN2-luciferase splicing reporter, luminescence, 30-36 h; actives 2.8% (n = 210,000); further: % of control where 0% means no effect; nearly all actives have a fitted effect of over 55% in size
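HEK293 cells carry an SMN2 minigene-luciferase reporter in which exon 7 inclusion puts luciferase in frame. Cells were seeded at 2000 cells/well, attached for 10-12 hours, then exposed to compounds for 30-36 hours at 37C before ONE-Glo luminescence.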
* hit, by the source's call; & = joins results of further samples; [ ] = dose if it differs, or a comment. Unless noted, the call rests on the fitted dose curve; in most records, active means well fitted curve in the direction sought with a large enough effect; inconclusive means small, poorly fitted or top-dose-only effect, or another doubt; inactive means no such curve, though single readings can be large; an effect the other way counts as inactive or inconclusive. Potency means the concentration at half of the fitted maximal effect.

Screening Cc1cccc(/C=N/n2c(-c3cc(-c4ccccc4)n[nH]3)n[nH]c2=S)c1 returned IMPase Li inh -3%, KDM4E inh 5%, KinaseGlo FLuc 3%, RGS12 GoLoco inh 2%, Epigenetic reg -3.2%, RECQ1 helicase -1%, NPSR antagonist -32% and SMN2 splice up -5%.
CC1CN(c2ccc(S(=O)(=O)N3CCCC3)cn2)CC(C)O1 (stereo unspecified) was read as KDM4E inh -15%, RGS12 GoLoco inh 3%, Epigenetic reg -1.9%, RECQ1 helicase -3% and NPSR antagonist 6%.
COCCNC(=O)COc1cccc(Oc2ccccc2)c1 was read as IMPase Li inh -5%[38.3 µM], KDM4E inh -2%, KinaseGlo FLuc -2%, RGS12 GoLoco inh -10%, Epigenetic reg -1.1%, RECQ1 helicase 2%, NPSR antagonist -8%[46.1 µM] and SMN2 splice up -16%.
Screening COCOc1cc(OC)ccc1C(=O)/C=C/c1ccc([N+](=O)[O-])cc1 returned IMPase Li inh -14%, KDM4E inh 18%, KinaseGlo FLuc -1%, RGS12 GoLoco inh 1%, Epigenetic reg 1.1%, RECQ1 helicase -7% and SMN2 splice up -15%.
`O=S(=O)(Nc1nc2ccccc2nc1NCC1CCCO1)c1ccccc1` (stereo unspecified) gave KDM4E inh inconclusive, RGS12 GoLoco inh 12%, Epigenetic reg 3.9%, RECQ1 helicase 11% and NPSR antagonist -13%.
For O=C(CSc1ncnc2nc[nH]c12)Nc1ccccc1C(F)(F)F the results were IMPase Li inh 5%[38.3 µM], KDM4E inh -4%, KinaseGlo FLuc 7%, RGS12 GoLoco inh -34%, Epigenetic reg -1.1%, RECQ1 helicase inactive, NPSR antagonist -29%[46.1 µM] and SMN2 splice up -9%.
`O=C1C(=O)c2ccccc2C(O)=C1C1CCC(c2ccc(Cl)cc2)CC1` (stereo unspecified) gave IMPase Li inh 13%&11%, KDM4E inh 0%, KinaseGlo FLuc -10%, RGS12 GoLoco inh 9%, Epigenetic reg 11%, RECQ1 helicase -11% and SMN2 splice up 8%.
Screening Fc1ccc(-c2csc3ncnc(N4CCc5ccccc5C4)c23)cc1 returned IMPase Li inh 17%, KDM4E inh inconclusive, KinaseGlo FLuc 1%, RGS12 GoLoco inh 14%, Epigenetic reg 1.3%, RECQ1 helicase -8%, NPSR antagonist inconclusive and SMN2 splice up -46%[inhibitor].
Cc1cc(=O)n2[nH]c(C(=O)O)nc2n1 was read as IMPase Li inh 8%[38.3 µM], KDM4E inh -29%, KinaseGlo FLuc -3%, RGS12 GoLoco inh 0%, Epigenetic reg 0.0%, RECQ1 helicase 9%, NPSR antagonist 3%[46.1 µM] and SMN2 splice up -10%.
Screening CC(C)C1S/C(=N/N=C/c2cccs2)NC1=O (stereo unspecified) returned IMPase Li inh 3%[38.3 µM], KDM4E inh 8%, KinaseGlo FLuc 1%, RGS12 GoLoco inh 3%, Epigenetic reg 0.0%, RECQ1 helicase -8%, NPSR antagonist -8%[46.1 µM] and SMN2 splice up 5%.
Cc1nnc(SCc2nc3ccccc3nc2C)s1 was read as IMPase Li inh 35%[38.3 µM], KDM4E inh 0%, KinaseGlo FLuc -7%, RGS12 GoLoco inh 9%, Epigenetic reg 0.0%, RECQ1 helicase inactive, NPSR antagonist -2%[46.1 µM] and SMN2 splice up -21%.
For Cc1ccc(C2(CCNS(=O)(=O)c3ccc(C)cc3)CCOC(C(C)C)C2)cc1 (stereo unspecified) the results were IMPase Li inh 11%, KDM4E inh -3%, KinaseGlo FLuc -3%, RGS12 GoLoco inh -1%, Epigenetic reg 1.5%, RECQ1 helicase 10%, NPSR antagonist inconclusive and SMN2 splice up inconclusive.
Screening CCOc1ccc(N=C(NC#N)SCC)cc1 returned IMPase Li inh -4%, KDM4E inh 7%, KinaseGlo FLuc 3%, RGS12 GoLoco inh 5%, Epigenetic reg -1.0%, RECQ1 helicase -3%, NPSR antagonist 8%[46.1 µM] and SMN2 splice up -13%.
COc1ccc(-n2cc(CNCCc3cnc[nH]3)c(-c3cccc(F)c3)n2)cc1 was read as IMPase Li inh 1%, KDM4E inh 0%, KinaseGlo FLuc 0%, RGS12 GoLoco inh 48%[activator], Epigenetic reg 4.6%, RECQ1 helicase 14%, NPSR antagonist -25% and SMN2 splice up -84%[inhibitor].
Screening CCC1(C)Cc2c(sc3nc4n(c(=O)c23)CCS4)CO1 (stereo unspecified) returned IMPase Li inh 7%[38.3 µM], KDM4E inh 0%, KinaseGlo FLuc 0%, RGS12 GoLoco inh 1%, Epigenetic reg 0.0%, RECQ1 helicase 10%, NPSR antagonist 6%[46.1 µM] and SMN2 splice up -9%.
Screening Cc1cc(C)c2c(=O)n(CC(=O)N3CCC(N4CCCCC4)CC3)sc2n1 returned IMPase Li inh 12%[38.3 µM], KDM4E inh inconclusive, KinaseGlo FLuc inconclusive, RGS12 GoLoco inh -50%, Epigenetic reg 1.7%, RECQ1 helicase 1%, NPSR antagonist -14%[46.1 µM] and SMN2 splice up 6%.
Screening CCOc1ccc(C(C)NC(=O)Cc2ccccc2)cc1OCC (stereo unspecified) returned IMPase Li inh -6%, KDM4E inh 8%, KinaseGlo FLuc -4%, RGS12 GoLoco inh 1%, Epigenetic reg -5.7%, RECQ1 helicase -7%, NPSR antagonist 6% and SMN2 splice up -3%.
Screening CCCCCCCN(C(=O)CCl)c1cccc(C)c1 returned IMPase Li inh 1%, KDM4E inh 2%, KinaseGlo FLuc 2%, RGS12 GoLoco inh -1%, Epigenetic reg 3.9%, RECQ1 helicase -2%, NPSR antagonist -20% and SMN2 splice up -22%.
`O=C(NC1CCCCCCC1)C1c2ccccc2C(=O)N1Cc1cccs1` (stereo unspecified) gave IMPase Li inh 8%, KDM4E inh 0%, KinaseGlo FLuc -1%, RGS12 GoLoco inh -16%, Epigenetic reg 0.0%, RECQ1 helicase -14%, NPSR antagonist inconclusive and SMN2 splice up -11%.
For O=C(Cc1ccccc1)Nc1ccccc1Oc1ccccc1 the results were IMPase Li inh 4%, KDM4E inh 5%, KinaseGlo FLuc 0%, RGS12 GoLoco inh 15%, Epigenetic reg 0.1%, RECQ1 helicase -13%, NPSR antagonist -15% and SMN2 splice up -13%.
Screening CCOC(=O)c1sc(NC(=O)CSc2n[nH]c(C)n2)nc1C returned IMPase Li inh 9%, KDM4E inh 3%, KinaseGlo FLuc 1%, RGS12 GoLoco inh 11%, Epigenetic reg 6.4%, RECQ1 helicase 8% and NPSR antagonist 0%.
For Cc1c(N=Cc2cc3c(cc2Cl)OCO3)c(=O)n(-c2ccccc2)n1C the results were IMPase Li inh -1%[38.3 µM], KDM4E inh 2%, KinaseGlo FLuc 0%, RGS12 GoLoco inh -2%, Epigenetic reg -0.9%, RECQ1 helicase inactive, NPSR antagonist -18%[46.1 µM] and SMN2 splice up 15%.
C=CCOC(=O)C1=C(C)NC(C)=C(C(=O)OCC=C)C1c1cccs1 was read as IMPase Li inh 13%[38.3 µM], KDM4E inh -24%, KinaseGlo FLuc 0%, RGS12 GoLoco inh 12%, Epigenetic reg -2.0%, RECQ1 helicase -12%, NPSR antagonist -24%[46.1 µM] and SMN2 splice up -11%.
Screening Cc1cccc(-c2ncc(S(=O)(=O)C(C)(C)C)c(N)n2)c1 returned KDM4E inh 5%, RGS12 GoLoco inh 7%, Epigenetic reg 2.4%, RECQ1 helicase inactive and NPSR antagonist 3%[7.67 µM].
For CCOC(=O)/C(=N/Nc1ccc(Cl)cc1)S(=O)(=O)c1ccccc1 the results were IMPase Li inh 36%[38.3 µM], KDM4E inh -3%, KinaseGlo FLuc -1%, RGS12 GoLoco inh 3%, Epigenetic reg -0.4%, RECQ1 helicase inactive, NPSR antagonist -22%[46.1 µM] and SMN2 splice up inconclusive.
Screening O=C(CN1CC(c2ccccc2)CC1=O)OCc1ccccc1F (stereo unspecified) returned IMPase Li inh 53%[activator][38.3 µM], KDM4E inh 1%, KinaseGlo FLuc 3%, RGS12 GoLoco inh -2%, Epigenetic reg 0.9%, RECQ1 helicase 8%, NPSR antagonist -22%[46.1 µM] and SMN2 splice up inconclusive.
Screening Cc1ccc2nc(-c3ccncc3)cc(C(=O)Nc3ccc(OC(F)F)cc3)c2c1 returned IMPase Li inh 17%, KDM4E inh inconclusive, KinaseGlo FLuc 1%, RGS12 GoLoco inh 14%, Epigenetic reg inconclusive, RECQ1 helicase inconclusive and NPSR antagonist 18%.
O=C1C2C3C=CC(C4CC34)C2C(=O)N1/N=C/c1ccc(-c2ccc(F)cc2[N+](=O)[O-])o1 (stereo unspecified) was read as IMPase Li inh 30%[38.3 µM], KDM4E inh -5%, KinaseGlo FLuc 1%, RGS12 GoLoco inh -6%, Epigenetic reg 2.9%, RECQ1 helicase -7%, NPSR antagonist inconclusive and SMN2 splice up 0%.
`COCCCNC(=O)CSc1nc2c(sc3ccccc32)c(=O)n1CCCC(=O)NCC1CCCO1` (stereo unspecified) gave IMPase Li inh 0%, KDM4E inh -7%, KinaseGlo FLuc 3%, RGS12 GoLoco inh 16%, Epigenetic reg 1.2%, RECQ1 helicase 1%, NPSR antagonist -25% and SMN2 splice up -8%.
CC(Sc1nc2ccccc2[nH]1)C(=O)O (stereo unspecified) was read as IMPase Li inh 33%[38.3 µM], KDM4E inh -3%, KinaseGlo FLuc -2%, RGS12 GoLoco inh -11%, Epigenetic reg 1.5%, RECQ1 helicase -2%, NPSR antagonist -22%[46.1 µM] and SMN2 splice up inconclusive.
`COC(=O)CN1C(=O)S/C(=C/c2cc(C)n(C)c2C)C1=O` gave IMPase Li inh -9%[38.3 µM], KDM4E inh 0%, KinaseGlo FLuc -2%, RGS12 GoLoco inh 7%, Epigenetic reg -1.1%, RECQ1 helicase -9%, NPSR antagonist -18%[46.1 µM] and SMN2 splice up 27%.

Screening data from PubChem.

Not all compounds are listed; rates above refer to the full screens.
